High-throughput results deposited in PubChem BioAssay by Sanford-Burnham Center for Chemical Genomics.
GPR55 LPI antagonism – GPR55 antagonists blocking LPI-driven arrestin recruitment, primary screen, imaging, U2OS, beta-arrestin-GFP, LPI agonist (AID 2013); G-protein coupled receptor 55 (Homo sapiens); U2OS GPR55 beta-arrestin-GFP translocation imaging, LPI antagonism; higher % means a stronger effect; inhibition, % at 10 µM, or IC50 in µM where a hit was titrated; 290,000 compounds, 0.13% hits;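 active = spots per cell inhibited over 60%, with over 100 cells counted and total cytoplasm intensity under 500,000; inconclusive = wells with under 100 cells, flagged as likely toxic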;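 note: U2OS cells stably carrying GPR55 and arrestin-GFP stimulated by 5 µM LPI near EC80; imaged beta-arrestin-GFP aggregate spots per cell after agonist stimulation; plate controls were LPI-stimulated DMSO wells for no effect and DMSO wells without LPI for full effect; some results filed as inactive read as strong as hits; confirmed hits need IC50 under 10 µM and bright autofluorescent wells are also inconclusive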
GPR55 beta-arrestin – GPR55 agonists via beta-arrestin recruitment, primary screen, imaging, U2OS cells, beta-arrestin-GFP redistribution (AID 1961). U2OS GPR55 beta-arrestin-GFP redistribution imaging; higher % means a stronger effect. 290,000 compounds, 0.048% hits. activation, % at 10 µM; hits with a dose series show EC50 in µM;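 active = activation above 40% with more than 50 cells counted in the well; inconclusive = wells holding fewer than 50 cells, flagged as toxic or sparse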;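 note: U2OS osteosarcoma cells stably expressing GPR55 and beta-arrestin-GFP; plate controls were DMSO negative control for no effect and LPI positive control for full effect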
HIV peptide binding – inhibitors of HIV fusion peptide binding, primary screen, biochemical, uHTS, fluorescence dequenching (AID 1986). inhibition, % at 20 µM, or IC50 in µM where a hit was titrated. cell-free peptide binding, fluorescence dequenching, 30 min; higher % means a stronger effect. 290,000 compounds, 0.3% hits; in the data active = inhibition mostly above about 52%, no sharp cut-off; inactive = mostly below about 76%; note: some results filed as inactive read as strong as hits
AID2073 – inhibitors of Mint1-CaV2.2 protein interaction, biochemical, HTRF (AID 2073). Voltage-dependent N-type calcium channel subunit alpha-1B (Homo sapiens). HTRF protein-protein interaction, Mint1-CaV2.2; higher % means a stronger effect. inhibition, % at 20 µM; hits with a dose series show IC50 in µM. 290,000 compounds, 0.19% hits; in the data active = inhibition mostly above about 51%, no sharp cut-off; inconclusive = no clear call, values can overlap the other calls; inactive = mostly below about 53%; note: some results filed as inactive read as strong as hits
NOD1 NF-kB reporter – NOD1 signaling inhibitors, primary screen, cell-based, luminescence, uHTS (AID 1578); NOD1-driven NF-kB luciferase reporter cells, luminescence; higher % means a stronger effect; inhibition, % at 4 µM; hits with a dose series show EC50 in µM; 290,000 compounds, 1% hits; in the data active = inhibition mostly above about 36%, no sharp cut-off; inactive = mostly below about 34%;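 note: HEK-293T reporter cells stimulated with the NOD1 agonist gamma-tri-DAP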
KOR beta-arrestin-1 – KOR antagonists, beta-arrestin recruitment, cell-based, luminescence, uHTS (AID 1778) | Kappa-type opioid receptor (Homo sapiens) | KOR beta-arrestin recruitment, luminescence, antagonist mode; higher % means a stronger effect | one-dose inhibition, % at 10 µM; IC50 in µM for titrated hits | 290,000 compounds, 0.091% hits; in the data active = inhibition above about 50%; note: strong numbers were not always called active
GPR35 arrestin U2OS – GPR35 antagonists blocking zaprinast-driven arrestin recruitment, primary screen, imaging, U2OS, beta-arrestin-GFP, zaprinast agonist (AID 2058) | U2OS GPR35 beta-arrestin-GFP translocation imaging, zaprinast antagonism; higher % means a stronger effect | 290,000 compounds, 0.052% hits | G-protein coupled receptor 35 (Homo sapiens) | inhibition, % at 10 µM; hits with a dose series show IC50 in µM;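 active = inhibition of at least 50% with at least 30 cells and total cytoplasm GFP at most 10,000,000; inconclusive = under 30 cells or total GFP of 10,000,000 plus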
SIAH1 antagonists – Siah-1 peptide-binding antagonists, primary screen, biochemical, fluorescence polarization, rhodamine-plectin, uHTS (AID 1817). E3 ubiquitin-protein ligase SIAH1 (Homo sapiens). Siah-1 / rhodamine-plectin peptide fluorescence polarization; higher % means a stronger effect. displacement, % at 20 µM, or IC50 in µM where a hit was titrated. 290,000 compounds, 0.02% hits;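 active = displacement of at least 50% at 20 µM, with a fluorescence ratio check between 0.3 and a set limit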;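 note: plate controls were Siah plus tracer with DMSO for no effect and tracer alone without Siah for full effect; strong numbers were not always called active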
KOR beta-arrestin-2 – KOR agonists, beta-arrestin recruitment, primary screen, cell-based, luminescence, uHTS (AID 1777) | 280,000 compounds, 0.02% hits | Kappa-type opioid receptor (Homo sapiens) | activation, % at 10 µM; hits with a dose series show EC50 in µM | KOR beta-arrestin recruitment, luminescence; higher % means a stronger effect; in the data active = activation above about 50%, passing the limit was not always enough; note: a part of the inactive calls stands beside numbers as strong as those of hits
* = called active by the depositor; [ ] = remark or other dose. This is a subset; the hit share may differ from the screen's.

How did O=C(CN1C(=O)CCSc2ccc(S(=O)(=O)N3CCOCC3)cc21)Nc1cccc(F)c1 do in these assays?
GPR55 LPI antagonism: 2%; GPR55 beta-arrestin: -0.3%; HIV peptide binding: 3.3%; AID2073: 14%; NOD1 NF-kB reporter: -5%; KOR beta-arrestin-1: -4%; GPR35 arrestin U2OS: 8%; SIAH1 antagonists: 3%; KOR beta-arrestin-2: -2.1%

How did Cc1noc(C)c1C(=O)OCC(=O)Nc1ccc(C(N)=O)cc1 do in these assays?
GPR55 LPI antagonism: 9%; GPR55 beta-arrestin: 0.2%; HIV peptide binding: 2.0%; AID2073: 39%; NOD1 NF-kB reporter: -25%; KOR beta-arrestin-1: 16%; GPR35 arrestin U2OS: -10%; SIAH1 antagonists: 3%; KOR beta-arrestin-2: -1.3%

Results for Cc1cccc(N2CC(C(=O)O)CC2=O)c1 (configuration not stated) ?
GPR55 LPI antagonism: 3%; GPR55 beta-arrestin: -0.1%; HIV peptide binding: -0.5%; AID2073: -3%; NOD1 NF-kB reporter: -22%; KOR beta-arrestin-1: 30%; GPR35 arrestin U2OS: -4%; SIAH1 antagonists: 5%; KOR beta-arrestin-2: -2.0%

Results for COc1ccc(CN(C(=O)c2ccc(-c3ccccc3)[nH]2)C(C(=O)NC(C)(C)C)c2ccncc2)cc1 (configuration not stated) ?
GPR55 LPI antagonism: 28%; GPR55 beta-arrestin: 0.1%; HIV peptide binding: -3.3%; AID2073: 0%; NOD1 NF-kB reporter: -8%; KOR beta-arrestin-1: 26%; GPR35 arrestin U2OS: 4%; SIAH1 antagonists: -10%; KOR beta-arrestin-2: -6.5%

Results for COC(=O)c1ccc(NC(=O)c2ccc(NS(=O)(=O)c3cccc4cccnc34)cc2)cc1 ?
GPR55 LPI antagonism: 6%; GPR55 beta-arrestin: 0.3%; HIV peptide binding: 0.4%; AID2073: 13%; NOD1 NF-kB reporter: 3%; KOR beta-arrestin-1: 8%; GPR35 arrestin U2OS: -11%; SIAH1 antagonists: 8%; KOR beta-arrestin-2: -5.6%

How did CC(=O)N1N=C(c2ccccc2)OC1c1cccnc1 (configuration not stated) do in these assays?
GPR55 LPI antagonism: 12%; GPR55 beta-arrestin: 0.3%; HIV peptide binding: 2.2%; AID2073: 10%; NOD1 NF-kB reporter: -26%; KOR beta-arrestin-1: 14%[20 µM]; GPR35 arrestin U2OS: 18%; SIAH1 antagonists: 4%

What do the screens show for `O=C(Nc1ccc(S(=O)(=O)Nc2nccs2)cc1)c1ccc(=O)[nH]c1`?
GPR55 LPI antagonism: -3%; GPR55 beta-arrestin: -0.1%; HIV peptide binding: 14%; AID2073: 32%; NOD1 NF-kB reporter: -24%; KOR beta-arrestin-1: -66%[20 µM]; GPR35 arrestin U2OS: 6%; SIAH1 antagonists: 42%; KOR beta-arrestin-2: 2.5%

Results for CC1(C(=O)NC2CCCC2)CCC(=O)N1Cc1ccccc1Cl (configuration not stated) ?
GPR55 LPI antagonism: -3%; GPR55 beta-arrestin: -0.1%; HIV peptide binding: 0.8%; AID2073: 0%; NOD1 NF-kB reporter: 3%; KOR beta-arrestin-1: -27%; GPR35 arrestin U2OS: 0%; SIAH1 antagonists: 0%; KOR beta-arrestin-2: 9.9%

How did CC(C)C(=O)N1CCN(c2ccccc2NC(=O)c2cc([N+](=O)[O-])ccc2N2CCOCC2)CC1 do in these assays?
GPR55 LPI antagonism: 8%; GPR55 beta-arrestin: -0.2%; HIV peptide binding: -0.4%; AID2073: 4%; NOD1 NF-kB reporter: -38%; KOR beta-arrestin-1: -12%; GPR35 arrestin U2OS: 7%; SIAH1 antagonists: -1%; KOR beta-arrestin-2: -5.3%

Results for CCOC(=O)c1cc(C(=O)NN)c(=O)[nH]c1C ?
GPR55 LPI antagonism: 11%; GPR55 beta-arrestin: -0.1%; HIV peptide binding: -2.4%; AID2073: inconclusive; NOD1 NF-kB reporter: -4%; KOR beta-arrestin-1: 24%; GPR35 arrestin U2OS: 6%; SIAH1 antagonists: 5%; KOR beta-arrestin-2: -0.3%

What do the screens show for `Cc1ccc(/C(N)=N/OC(=O)c2ccc3ccccc3c2)cc1`?
GPR55 LPI antagonism: -2%; GPR55 beta-arrestin: 0.2%; HIV peptide binding: -1.3%; AID2073: 13%; NOD1 NF-kB reporter: 0%; KOR beta-arrestin-1: 9%; GPR35 arrestin U2OS: 4%; SIAH1 antagonists: -6%; KOR beta-arrestin-2: 2.5%

What do the screens show for `CN(C)CCNC(=O)c1cc2c(=O)n(C)c3ccccc3c2n1C`?
GPR55 LPI antagonism: 5%; GPR55 beta-arrestin: -0.1%; HIV peptide binding: -4.0%; AID2073: -1%; NOD1 NF-kB reporter: -26%; KOR beta-arrestin-1: -7%; GPR35 arrestin U2OS: -7%; SIAH1 antagonists: -2%; KOR beta-arrestin-2: -3.0%

How did Cc1cc(C)n(-c2ccc3nncn3n2)n1 do in these assays?
GPR55 LPI antagonism: -3%; GPR55 beta-arrestin: 0.3%; HIV peptide binding: -0.9%; AID2073: -4%; NOD1 NF-kB reporter: -33%; KOR beta-arrestin-1: -34%; GPR35 arrestin U2OS: 4%; SIAH1 antagonists: 2%; KOR beta-arrestin-2: -3.9%

Results for Cn1cc(SCC(N)=O)c2ccccc21 ?
GPR55 LPI antagonism: -6%; GPR55 beta-arrestin: -0.3%; HIV peptide binding: -0.1%; AID2073: 2%; NOD1 NF-kB reporter: 3%; KOR beta-arrestin-1: 3%; GPR35 arrestin U2OS: 6%; SIAH1 antagonists: 0%; KOR beta-arrestin-2: 0.0%

Results for O=S(=O)(c1ccccc1)N1CCSC1c1ccco1 (configuration not stated) ?
GPR55 LPI antagonism: 8%; GPR55 beta-arrestin: -0.1%; HIV peptide binding: 3.6%; AID2073: 8%; NOD1 NF-kB reporter: 0%; KOR beta-arrestin-1: -43%; GPR35 arrestin U2OS: -7%; SIAH1 antagonists: -2%; KOR beta-arrestin-2: -0.3%

How did Cc1ccc(NC(=S)N/N=C/c2c(C)[nH]c3ccccc23)cc1 do in these assays?
GPR55 LPI antagonism: 42%; GPR55 beta-arrestin: 0.2%; HIV peptide binding: -1.5%; AID2073: 12%; NOD1 NF-kB reporter: -22%; KOR beta-arrestin-1: -107%[20 µM]; GPR35 arrestin U2OS: -10%; SIAH1 antagonists: 3%; KOR beta-arrestin-2: -1.9%

What do the screens show for `CCCn1c(CNC(=O)c2cccs2)nc2ccccc21`?
GPR55 LPI antagonism: -15%; GPR55 beta-arrestin: -0.1%; HIV peptide binding: -0.8%; AID2073: -3%; NOD1 NF-kB reporter: -21%; KOR beta-arrestin-1: 13%; GPR35 arrestin U2OS: 11%; SIAH1 antagonists: 3%; KOR beta-arrestin-2: 3.2%

What do the screens show for `Cc1nc(-c2ccccc2)sc1-c1n[nH]c(=S)n1C`?
GPR55 LPI antagonism: 4%; GPR55 beta-arrestin: -0.1%; HIV peptide binding: -1.0%; AID2073: 41%; NOD1 NF-kB reporter: -7%; KOR beta-arrestin-1: 10%; GPR35 arrestin U2OS: 21%; SIAH1 antagonists: -3%; KOR beta-arrestin-2: -2.9%

Results for Cc1ccc(S(=O)(=O)NN=C2C3CC4CC(C3)CC2C4)cc1[N+](=O)[O-] ?
GPR55 LPI antagonism: 15%; GPR55 beta-arrestin: 0.3%; HIV peptide binding: 1.9%; AID2073: -9%; NOD1 NF-kB reporter: -6%; KOR beta-arrestin-1: 2%; GPR35 arrestin U2OS: 0%; KOR beta-arrestin-2: 6.4%

What do the screens show for `CCC(CO)Nc1ccc(-c2n[nH]c(=O)c3ccccc23)cc1[N+](=O)[O-]` (configuration not stated)?
GPR55 LPI antagonism: 8%; GPR55 beta-arrestin: 0.7%; HIV peptide binding: -2.5%; AID2073: -7%; NOD1 NF-kB reporter: -15%; KOR beta-arrestin-1: -1%; GPR35 arrestin U2OS: -1%; SIAH1 antagonists: 0%; KOR beta-arrestin-2: 4.7%

Results for COC(=O)Cc1c(O)ccn(CCc2ccc(S(N)(=O)=O)cc2)c1=O ?
GPR55 LPI antagonism: 8%; GPR55 beta-arrestin: 0.2%; HIV peptide binding: -0.9%; AID2073: 12%; NOD1 NF-kB reporter: -2%; KOR beta-arrestin-1: 34%; GPR35 arrestin U2OS: 13%; SIAH1 antagonists: -1%; KOR beta-arrestin-2: -1.9%

How did N#Cc1nc(-c2ccccc2Cl)oc1NCc1ccco1 do in these assays?
GPR55 LPI antagonism: -3%; GPR55 beta-arrestin: -0.1%; HIV peptide binding: 1.1%; AID2073: 4%; NOD1 NF-kB reporter: -50%; KOR beta-arrestin-1: 13%; GPR35 arrestin U2OS: 9%; SIAH1 antagonists: 1%; KOR beta-arrestin-2: 1.1%

What do the screens show for `COc1ccccc1NS(=O)(=O)c1cccc(NC(=O)c2nc3nc(C)cc(C)n3n2)c1`?
GPR55 LPI antagonism: 8%; GPR55 beta-arrestin: 0.2%; HIV peptide binding: 1.2%; AID2073: 5%; NOD1 NF-kB reporter: -4%; KOR beta-arrestin-1: -5%; GPR35 arrestin U2OS: 0%; SIAH1 antagonists: 0%; KOR beta-arrestin-2: -11%

What do the screens show for `O=C(COc1ccc2ccccc2c1)NNC(=O)Nc1ccccc1F`?
GPR55 LPI antagonism: -1%; GPR55 beta-arrestin: 0.4%; HIV peptide binding: 2.7%; AID2073: -6%; NOD1 NF-kB reporter: -32%; KOR beta-arrestin-1: 0%; GPR35 arrestin U2OS: 11%; SIAH1 antagonists: 20%; KOR beta-arrestin-2: 7.2%

Results for O=C(CSc1nnc(COc2cccc3ccccc23)o1)N1c2ccccc2CCc2ccccc21 ?
GPR55 LPI antagonism: 6%; GPR55 beta-arrestin: -0.2%; HIV peptide binding: -1.2%; AID2073: -2%; NOD1 NF-kB reporter: -3%; KOR beta-arrestin-1: 41%; GPR35 arrestin U2OS: 10%; SIAH1 antagonists: 2%; KOR beta-arrestin-2: 7.4%
